Source: PubChem
PME-1 inh – PME-1 (human) inhibition; Q9Y570; recombinant PME-1, FP-Rh probe fluorescence polarization; inhibition, % at 5.9 µM; actives 0.53% (n = 320,000);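 active = inhibition above the campaign mean of all compounds plus 3 SD, cut at about 26% in these data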;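 also: competitive labeling of PME-1 active site by serine hydrolase directed probe; 0% = PME-1 with DMSO and 100% = wells lacking PME-1 enzyme; inhibitors block probe labeling so polarization falls and inhibition rises; many of its hits are not listed in these tables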
Target sequence (Q9Y570 whole entry, looked up): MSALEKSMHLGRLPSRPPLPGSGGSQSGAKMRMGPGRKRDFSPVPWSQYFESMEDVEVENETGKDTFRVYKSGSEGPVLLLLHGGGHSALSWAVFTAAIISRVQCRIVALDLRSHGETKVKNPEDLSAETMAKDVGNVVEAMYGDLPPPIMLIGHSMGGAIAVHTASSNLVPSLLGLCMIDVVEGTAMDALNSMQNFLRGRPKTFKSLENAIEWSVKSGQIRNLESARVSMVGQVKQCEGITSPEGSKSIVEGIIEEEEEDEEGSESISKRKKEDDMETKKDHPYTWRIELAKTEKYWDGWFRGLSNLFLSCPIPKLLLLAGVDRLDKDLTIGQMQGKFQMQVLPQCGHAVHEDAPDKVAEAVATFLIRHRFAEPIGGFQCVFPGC
BCLXL inh – inhibitors of human Bcl-xL. Q07817. GST-Bcl-xL / FITC-Bim BH3 peptide fluorescence polarization. inhibition, % at 10.9 µM. actives 0.7% (n = 320,000). AID 2129;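 active = inhibition above the mean of all tested compounds plus 3 SD, cutoff set per campaign, cut at about 30% in these data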;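 also: 0% = DMSO wells and 100% = unlabeled Bim-BH3 peptide competitor; inhibitors lower millipolarization by displacing the labeled peptide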
Target sequence (Q07817 whole entry, looked up): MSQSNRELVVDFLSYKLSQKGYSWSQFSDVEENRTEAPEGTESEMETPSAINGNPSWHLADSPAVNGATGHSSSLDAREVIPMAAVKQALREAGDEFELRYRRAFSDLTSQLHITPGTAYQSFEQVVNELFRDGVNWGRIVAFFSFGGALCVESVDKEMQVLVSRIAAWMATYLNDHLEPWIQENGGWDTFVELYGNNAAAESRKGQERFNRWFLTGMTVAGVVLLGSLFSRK
PAFAH1B2 FP inh – inhibitors of human PAFAH1B2 | inhibition, % at 3.39 µM | actives 1.2% (n = 340,000) | AID 492953 | P68402 | recombinant PAFAH1B2, FP-rhodamine activity probe, fluorescence polarization;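 active = inhibition above the mean of all tested compounds plus 3 SD, cut at about 24% in these data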;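 also: 0% = enzyme with DMSO and 100% = wells lacking PAFAH1B2; many of its hits are not listed in these tables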
AHR activator – activates the human aryl hydrocarbon receptor | actives 2.5% (n = 320,000) | P35869 | activation, % at 5 µM | AID 2796 | AHR-responsive luciferase reporter cells, luminescence; in the data active = activation above about 47%;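 also: 0% = vehicle wells and 100% = reference agonist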
MCL1-BIM inh – disrupts human MCL1 binding to BIM-BH3 peptide | inhibition, % at 10.9 µM | actives 0.68% (n = 320,000) | GST-MCL1 / FITC-Bim-BH3 fluorescence polarization | Q07820;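 active = inhibition above the mean inhibition of all tested compounds plus 3 SD, set per campaign, cut at about 40% in these data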;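 also: 0% = DMSO wells and 100% = unlabeled Bim-BH3 peptide control; higher means more loss of mP so more displacement of Bim peptide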
pPAFAH FP inh – inhibitors of human plasma PAF acetylhydrolase (pPAFAH). Q13093. recombinant pPAFAH, FP-rhodamine probe fluorescence polarization. actives 1.5% (n = 330,000). inhibition, % at 3.39 µM;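 active = inhibition above the mean inhibition across the screen plus 3 SD, cut at about 25% in these data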;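 also: inhibitors block binding of the rhodamine activity-based probe so polarization drops; 0% = enzyme with DMSO and 100% = wells lacking pPAFAH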
MEX-5 binding – C. elegans MEX-5 TCR-2 RNA binding activity; Q9XUB2; MEX-5/FITC-TCR2 RNA binding, fluorescence polarization; stronger effect = lower value; activity score (negative = inhibition of binding), % at 10 µM; actives 0.38% (n = 300,000);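 active = inhibition past about -25% in most replicates, and total fluorescence under double the plate's negative control median, limit read from the data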;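 also: 0% = DMSO and -100% = 5 µM competing unlabeled TCR2 RNA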
Fam108B inh – blocks mouse Fam108B hydrolase in RBBP9 counter-screen | inhibition, % at 9.51 µM | actives 0.33% (n = 300,000) | recombinant Fam108B, FP-Rh probe fluorescence polarization;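 active = inhibition above the screen mean inhibition plus 3 SD, computed separately per campaign, cut at about 18% in these data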;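 also: inhibitors lower polarization as less probe binds the enzyme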
GLD-1 TGE inh – GLD-1-TGE RNA interaction inhibition (C. elegans); Q17339; purified GLD-1 + fluorescein TGE RNA, fluorescence polarization; inhibition, % at 5.96 µM; actives 0.44% (n = 320,000); AID 2280;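 active = percent inhibition above a per-plate cutoff, the plate mean of test compounds plus 3 SD, cut at about 30% in these data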;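 also: 0% = DMSO wells with GLD-1 and probe and 100% = wells lacking GLD-1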
Target sequence (Q17339 whole entry, looked up): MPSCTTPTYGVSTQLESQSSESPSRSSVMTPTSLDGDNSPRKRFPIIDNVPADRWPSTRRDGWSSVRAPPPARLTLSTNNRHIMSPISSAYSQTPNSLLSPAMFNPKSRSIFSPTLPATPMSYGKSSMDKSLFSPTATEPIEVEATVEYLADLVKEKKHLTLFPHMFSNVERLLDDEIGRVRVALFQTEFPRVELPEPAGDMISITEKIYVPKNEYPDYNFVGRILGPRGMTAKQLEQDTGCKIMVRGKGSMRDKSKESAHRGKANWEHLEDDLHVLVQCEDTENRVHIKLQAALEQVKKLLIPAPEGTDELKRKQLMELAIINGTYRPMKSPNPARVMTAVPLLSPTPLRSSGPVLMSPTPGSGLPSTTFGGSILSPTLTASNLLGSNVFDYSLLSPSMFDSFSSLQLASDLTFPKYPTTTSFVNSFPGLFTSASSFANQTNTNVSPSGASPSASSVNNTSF
Numbers without * were called inactive; / = not tested or not shown. Some of the compounds tested. The share of hits here may be higher or lower than overall.

nr | Structure | PME-1 inh | BCLXL inh | PAFAH1B2 FP inh | AHR activator | MCL1-BIM inh
1 | CN(C)C(=O)CSc1nnc2sc3ccccc3n12 | -4 | 1 | 6 | 57* | 1
2 | O=C(Nc1ccc(S(=O)(=O)NC2CCCCC2)cc1)c1ccc(Br)o1 | 0 | 3 | -5 | 1 | 4
3 | Cc1nn(-c2cc(N3CCOCC3)ccc2N)c(=O)c2ccccc12 | -2 | 7 | 3 | 0 | -1
4 | Oc1ccc(/C=N/N2CCN(c3ccccn3)CC2)cc1 | -4 | -1 | 0 | -5 | -5
5 | O=C(Cc1ccc([N+](=O)[O-])cc1)c1c(O)cc(O)cc1O | 0 | 7 | 16 | 0 | 4
6 | CCN(CC)CCNC(=O)c1ccc(Sc2ccc(Cl)cc2)c(NC(C)=O)c1 | -1 | -1 | 1 | -1 | -11
7 | N/C(CN1CCCC1=O)=N\OC(=O)c1ccc(Cl)cc1 | 5 | 7 | 5 | 1 | 4
8 | COc1ccc(C2=NN(C(=O)CCC(=O)O)C(c3ccc(OC)cc3)C2)cc1 (stereo unspecified) | -1 | -2 | 0 | 3 | -1
9 | Cc1ccc(Cc2cnc(NC(=O)/C(C#N)=C/c3ccc(-c4cccc([N+](=O)[O-])c4)o3)s2)cc1 | -1 | 1 | 6 | 15 | -1
10 | CCCn1nnc(NC(=O)/C=C/c2ccco2)n1 | 0 | 6 | 7 | 21 | 4

nr | pPAFAH FP inh | MEX-5 binding | Fam108B inh | GLD-1 TGE inh
1 | -1 | 0.9 | 3 | 11
2 | -3 | -1.0 | 3 | -1
3 | 0 | 1.1 | 5 | 0
4 | 8 | -0.5 | 2 | 5
5 | 20 | / | 7 | 8
6 | -3 | 1.4 | -7 | -7
7 | 7 | 2.1 | 3 | 9
8 | -5 | 2.7 | 2 | 0
9 | 8 | 1.1 | 1 | 7
10 | 0 | -0.2 | -1 | 6

Some of these compounds in order of molar mass, highest first:
nr | Structure | PME-1 inh | BCLXL inh | PAFAH1B2 FP inh | AHR activator | MCL1-BIM inh
9 | Cc1ccc(Cc2cnc(NC(=O)/C(C#N)=C/c3ccc(-c4cccc([N+](=O)[O-])c4)o3)s2)cc1 | -1 | 1 | 6 | 15 | -1
2 | O=C(Nc1ccc(S(=O)(=O)NC2CCCCC2)cc1)c1ccc(Br)o1 | 0 | 3 | -5 | 1 | 4
8 | COc1ccc(C2=NN(C(=O)CCC(=O)O)C(c3ccc(OC)cc3)C2)cc1 (stereo unspecified) | -1 | -2 | 0 | 3 | -1
3 | Cc1nn(-c2cc(N3CCOCC3)ccc2N)c(=O)c2ccccc12 | -2 | 7 | 3 | 0 | -1
7 | N/C(CN1CCCC1=O)=N\OC(=O)c1ccc(Cl)cc1 | 5 | 7 | 5 | 1 | 4
5 | O=C(Cc1ccc([N+](=O)[O-])cc1)c1c(O)cc(O)cc1O | 0 | 7 | 16 | 0 | 4
4 | Oc1ccc(/C=N/N2CCN(c3ccccn3)CC2)cc1 | -4 | -1 | 0 | -5 | -5
10 | CCCn1nnc(NC(=O)/C=C/c2ccco2)n1 | 0 | 6 | 7 | 21 | 4

nr | pPAFAH FP inh | MEX-5 binding | Fam108B inh | GLD-1 TGE inh
9 | 8 | 1.1 | 1 | 7
2 | -3 | -1.0 | 3 | -1
8 | -5 | 2.7 | 2 | 0
3 | 0 | 1.1 | 5 | 0
7 | 7 | 2.1 | 3 | 9
5 | 20 | / | 7 | 8
4 | 8 | -0.5 | 2 | 5
10 | 0 | -0.2 | -1 | 6

More results.
nr | Structure | PME-1 inh | BCLXL inh | PAFAH1B2 FP inh | AHR activator | MCL1-BIM inh
11 | CC(C)C[C@H](NC(=O)c1[nH]cnc1C(=O)Nc1ccccc1)C(=O)OC(C)(C)C | -5 | 5 | 7 | 5 | 8
12 | CCOc1ccc(C(c2nnnn2Cc2ccccc2)N2CCN(C(=O)c3ccco3)CC2)cc1 (stereo unspecified) | 3 | 2 | 4 | 5 | 1
13 | COC(=O)c1ccc(C(=O)OC)c(NC(=S)N2CCN(c3ccccn3)CC2)c1 | 4 | 1 | 4 | 0 | 5
14 | Cc1ccc(C(=O)ONc2ccc(N=O)cc2)cc1 | -6 | 14 | 0 | 1 | 1
15 | COc1ccc(O)c(/C=N/N=C/c2cccc([N+](=O)[O-])c2)c1 | 3 | 2 | 0 | 3 | 4
16 | COc1ccc(/C=C/C(=O)c2ccccc2O)cc1 | 3 | 3 | -2 | -5 | 8
17 | CCOc1ccc(NC(=O)CN(C)C(=O)c2nc3nc(C)cc(C)n3n2)cc1OCC | 2 | -2 | 2 | 1 | 3
18 | c1ccc(OCCOc2ncnc3ccccc23)cc1 | 2 | -1 | 0 | 12 | -8
19 | O=C(NC(=S)Nc1ccccc1Br)C1CCC1 | 8 | 1 | -1 | 12 | 0
20 | N=c1sccn1CC(=O)Nc1cccc(S(=O)(=O)N2CCCCCC2)c1 | -4 | -12 | -2 | 2 | -21

nr | pPAFAH FP inh | MEX-5 binding | Fam108B inh | GLD-1 TGE inh
11 | 3 | 0.1 | -5 | 8
12 | -1 | -1.2 | 12 | -2
13 | -1 | 0.0 | 3 | 6
14 | 10 | -1.8 | 5 | 2
15 | 4 | 4.0 | -2 | 3
16 | 6 | 2.9 | -8 | -7
17 | -6 | / | / | 2
18 | -1 | -0.4 | -2 | -12
19 | 4 | -0.4 | 1 | -1
20 | 2 | 2.1 | 3 | 2

Later entries:
nr | Structure | PME-1 inh | BCLXL inh | PAFAH1B2 FP inh | AHR activator | MCL1-BIM inh
21 | CCN(C(=O)CN1CCCCC1)c1c(N)n(Cc2ccccc2)c(=O)[nH]c1=O | -1 | -4 | -6 | 0 | -16
22 | COC(=O)/C(C#N)=C/c1cc(C)sc1C | 5 | -2 | 4 | -2 | 2
23 | CC(=O)Nc1cccc(C(=O)N/N=C/c2c[nH]c3ccccc23)c1 | 1 | 2 | 4 | 76* | 0
24 | CC(=O)Nc1ccc(NC(=O)c2c([N+](=O)[O-])c(C(C)(C)C)nn2C)cc1 | -2 | -8 | -5 | -4 | -10
25 | Cc1ccc(-c2cc(=O)c3cc(C)ccc3[nH]2)cc1 | -2 | 5 | 0 | 33 | 4
26 | O=S(=O)(Nc1ccc(N2CCCCC2)cc1)c1cccs1 | 10 | 3 | -2 | 1 | 4
27 | COc1ccc(C(C)(C)C)cc1NC(=O)C1CC=CCC1C(=O)O (stereo unspecified) | 0 | 5 | 4 | -1 | -5
28 | NS(=O)(=O)c1ccc(CCNC(=O)COC(=O)C2CCC2)cc1 | 7 | 2 | 10 | 0 | -1
29 | O=C(Nc1nccs1)c1cccnc1 | 1 | 4 | -6 | 1 | 3
30 | O=C(NC1CCCCC1)c1cc(C(=O)c2ccccc2Br)c[nH]1 | -1 | -1 | 4 | -1 | 0

nr | pPAFAH FP inh | MEX-5 binding | Fam108B inh | GLD-1 TGE inh
21 | -1 | / | / | -3
22 | 2 | 2.0 | 2 | 4
23 | 2 | -2.2 | -2 | 0
24 | 4 | 3.7 | 3 | 7
25 | 6 | 0.1 | 2 | -4
26 | 13 | 1.2 | 0 | 5
27 | 3 | 1.4 | 0 | -2
28 | 4 | -1.9 | 0 | -1
29 | 3 | -2.3 | 1 | 2
30 | 2 | 0.9 | 0 | 7

Next compounds.
nr | Structure | PME-1 inh | BCLXL inh | PAFAH1B2 FP inh | AHR activator | MCL1-BIM inh
31 | Cc1ccc2cc(C3CC(c4ccco4)=NN3S(=O)(=O)c3ccccc3)c(Cl)nc2c1 (stereo unspecified) | -10 | -2 | 1 | 0 | 2
32 | COc1ccc(/C=N/NS(=O)(=O)c2ccc(F)cc2)cc1COc1cc(F)ccc1[N+](=O)[O-] | -7 | 1 | 5 | 7 | 2
33 | CCCCCCNC(=O)Cc1ccc(Br)cc1 | 6 | 7 | 12 | 2 | 5
34 | CC1(C)C(=O)NCCN1C(=O)CSc1nccc(-c2ccc(Br)cc2)n1 | 5 | 2 | -2 | 5 | -3
35 | O=C(CCc1nc2ccccc2c(=O)[nH]1)OCC(=O)c1cccc(Cl)c1 | -1 | 8 | 3 | 3 | 2
36 | COc1cccc(NC(=O)C2CCCN(c3ncnc4c3nc3n4CCCCC3)C2)c1 (stereo unspecified) | 5 | 0 | 4 | 21 | 0
37 | CCOC(=O)N1CCN(C(=O)Cc2ccc(C)cc2)CC1 | 1 | 4 | 3 | -3 | 7
38 | CCOC(=O)CSc1nnc(NC(=O)c2cccc(S(=O)(=O)N3CCCCC3)c2)s1 | 4 | 4 | 4 | -1 | 3
39 | N#CCc1nc(CSc2nc3ccccc3s2)cs1 | -3 | -8 | 1 | 5 | -16
40 | CC1(C)c2[nH]c3ccccc3c2C[C@H]2C(=O)N(Cc3cccc(F)c3)C(=O)N21 | 2 | -6 | 5 | 4 | -11

nr | pPAFAH FP inh | MEX-5 binding | Fam108B inh | GLD-1 TGE inh
31 | 4 | 6.2 | -3 | -4
32 | -1 | -3.4 | -8 | -1
33 | 5 | 0.1 | 3 | -6
34 | -1 | -1.0 | -2 | 5
35 | 3 | 0.7 | -7 | 2
36 | 2 | 2.3 | -7 | 12
37 | 0 | 2.8 | 1 | 11
38 | 6 | -2.6 | -5 | -7
39 | 19 | -1.9 | -1 | -11
40 | 6 | -2.5 | 2 | -3

Later entries:
nr | Structure | PME-1 inh | BCLXL inh | PAFAH1B2 FP inh | AHR activator | MCL1-BIM inh
41 | CCCCCNC(=O)Cc1cc(=O)[nH]c(=O)[nH]1 | -2 | 0 | 5 | -3 | 3
42 | CCC(CO)Oc1cc(NC(=O)c2cccc3ccccc23)c2ncn(C(C)C)c2c1 (stereo unspecified) | / | / | 1 | 6 | /
43 | Nc1cccc(Nc2ccccc2)c1 | -2 | 50* | 5 | 3 | 24
44 | Cc1noc(C)c1COc1cccc(C(=O)NC(C)(C)C)c1 | -6 | 1 | 3 | 3 | 0
45 | CN(CC(=O)Nc1ccc(N2CCOCC2)cc1)C(=O)C1CCCC1 | -7 | 1 | 6 | 1 | 6
46 | Cc1cccc(NC(=O)/C(C#N)=C/c2ccc(Cl)cc2)n1 | 4 | 6 | 9 | 2 | 4
47 | O=C(OCCN1C(=O)c2ccccc2C1=O)c1cc2ccccc2o1 | -2 | 4 | 0 | 0 | 2
48 | CC1Cc2ccccc2N1S(=O)(=O)c1cccc(C(=O)NNC(=O)c2ccccc2F)c1 (stereo unspecified) | -4 | 0 | 16 | 1 | -1
49 | COC(=O)c1sc2nc(-c3ccccc3)c3c(c2c1N)CCCC3 | 6 | 4 | 0 | -5 | -3
50 | O=C1[C@H]2[C@@H](c3ccc(F)cc3)N3C(=O)N(c4cccc(Br)c4)C(=O)[C@@]3(Cc3ccccc3)[C@H]2C(=O)N1C1CCCCC1 | -13 | 0 | -4 | 3 | 1
51 | CC(C)C[C@H](NC(=O)OC(C)(C)C)c1nnc(SCc2cccc(F)c2)o1 | -4 | 0 | 5 | 2 | -5
52 | COc1ccc(OCCNC(=O)/C=C/c2ccc([N+](=O)[O-])cc2)cc1 | 3 | 4 | -1 | 2 | 4

nr | pPAFAH FP inh | MEX-5 binding | Fam108B inh | GLD-1 TGE inh
41 | 2 | -1.6 | -2 | -2
42 | 1 | / | / | 0
43 | 1 | 1.1 | 3 | -72
44 | -7 | -2.8 | -5 | 5
45 | 1 | -0.4 | -1 | 4
46 | 16 | -0.6 | 19* | 1
47 | 4 | 0.8 | 0 | 3
48 | 4 | / | / | 9
49 | 5 | 2.0 | -5 | -8
50 | -2 | 1.3 | -4 | -1
51 | 1 | 1.7 | -1 | -3
52 | 0 | -1.6 | 2 | -4
